# Screens: PubChem, several laboratories
# TRPC4 inh – TRPC4 (mouse) channel inhibition. hit rate 0.39% among 300,000. B-score at 10 µM. HEK293 TRPC4beta/mu-opioid, DAMGO-evoked Fluo4 calcium flux; active compounds read low. Q9QUQ5;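 active = B-score over 3 SD under the library average, no early fluorescence shift, positive overall ratio signal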
#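 Assay system – HEK293 line stably carrying TRPC4beta and mu-opioid receptor · Doses – single dose · Detection – Fluo4 calcium-dye fluorescence, kinetic read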
# HIF act – HIF pathway transcriptional activation. hit rate 0.32% among 300,000. activation, % at 7.5 µM (by protocol). AID 1910. U2OS HRE-luciferase reporter, luminescence; normalized: DMSO 0%, desferrioxamine 100%;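 active = mean activation of at least 10% of the iron chelator positive control signal, with at least half of replicates also reaching 10%; inconclusive = mean and replicate majority disagree about reaching 10%; inactive = mean and most replicates under 10%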
# TRPC6 inhibitor – blocks the mouse TRPC6 cation channel; Q61143; HEK293-TRPC6, membrane potential dye, ACh-evoked depolarization; active compounds read low; B-score at 10 µM; hit rate 1.1% among 310,000; AID 2553;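 active = B-score under library mean minus 3 SD, initial fluorescence not abnormally high, positive integrated signal ratio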;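 also: B-score derived from integrated fluorescence ratio over the kinetic read; more negative B-score means stronger inhibition of depolarization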
# Target sequence (Q61143 whole entry, looked up): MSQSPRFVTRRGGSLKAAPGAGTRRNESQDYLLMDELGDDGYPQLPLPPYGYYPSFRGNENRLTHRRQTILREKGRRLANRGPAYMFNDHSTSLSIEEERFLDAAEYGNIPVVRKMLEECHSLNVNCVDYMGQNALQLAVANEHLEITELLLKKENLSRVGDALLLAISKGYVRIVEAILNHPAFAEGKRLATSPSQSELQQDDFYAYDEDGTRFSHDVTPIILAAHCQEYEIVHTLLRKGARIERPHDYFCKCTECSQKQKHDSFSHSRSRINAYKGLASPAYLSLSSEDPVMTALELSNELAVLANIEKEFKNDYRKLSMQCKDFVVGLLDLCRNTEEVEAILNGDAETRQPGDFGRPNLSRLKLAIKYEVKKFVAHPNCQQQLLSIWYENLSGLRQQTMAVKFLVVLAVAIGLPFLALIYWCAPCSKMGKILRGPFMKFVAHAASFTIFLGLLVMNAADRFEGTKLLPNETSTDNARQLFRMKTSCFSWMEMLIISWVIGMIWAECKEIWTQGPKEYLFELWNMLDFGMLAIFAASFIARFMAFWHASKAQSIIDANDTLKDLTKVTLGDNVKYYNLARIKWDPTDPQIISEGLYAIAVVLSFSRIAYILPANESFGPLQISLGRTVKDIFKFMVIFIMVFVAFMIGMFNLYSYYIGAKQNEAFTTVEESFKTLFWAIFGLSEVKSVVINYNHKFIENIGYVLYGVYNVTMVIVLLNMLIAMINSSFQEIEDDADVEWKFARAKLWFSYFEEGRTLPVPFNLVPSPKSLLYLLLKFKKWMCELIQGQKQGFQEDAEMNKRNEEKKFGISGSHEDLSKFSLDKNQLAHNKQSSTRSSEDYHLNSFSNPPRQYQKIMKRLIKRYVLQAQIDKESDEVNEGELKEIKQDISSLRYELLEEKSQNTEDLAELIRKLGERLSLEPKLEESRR
# MrgX1 antag – antagonists of human MrgX1 receptor | AID 588676 | B-score at 10 µM | Q96LB2 | hit rate 1.3% among 310,000 | MRGX1-HEK293 calcium flux, Fluo-4, BAM8-22 antagonism; active compounds read low;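 active = calcium-response B-score plate-corrected more than 3 library SD below zero, starting fluorescence within 5 deviations, no agonist response on first addition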;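 also: peak minus trough fluorescence over baseline after final BAM8-22 challenge near maximal dose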
# RGS4 act – potentiators or activators of RGS4; hit rate 0.92% among 310,000; B-score at 10 µM; HEK293 M3R/inducible RGS4, carbachol calcium flux Fluo4; active compounds read low;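 active = B-score of the integrated calcium signal more than 4 SD below the library mean, with starting fluorescence not abnormally high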;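 also: negative B-score means reduced calcium response which marks RGS4 activation or potentiation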
#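 Assay system: Inducible-RGS4 HEK293 cells carrying M3 receptor | Schedule: Compound preincubation 20 min at room temperature before agonist | Signal: Kinetic calcium fluorescence imaging with Fluo4-AM dye, 2 µM | Read-out basis: B score from integrated fluorescence ratio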
# SKKanGAS inh – inhibitors of SKKanGAS S. pyogenes growth in kanamycin (SK-promoter or general growth effect); BacTiter-Glo, 6 h; inhibition, % at 7.5 µM; hit rate 1.3% among 300,000;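 active = mean replicate score, as percent of positive control median, at least 50; inconclusive = mean below 50 but one replicate at or above 50; inactive = mean and every replicate below 50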;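 also: strain carries kanamycin resistance gene driven by streptokinase promoter and grows in 40 µg/ml kanamycin; loss of luminescence reflects streptokinase promoter inhibition or plain growth inhibition; 0% = median of DMSO wells and 100% = positive control at its reference dose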
# TRPC6 activator – mouse TRPC6 channel activation | Q61143 | HEK293-TRPC6 membrane potential dye fluorescence; active compounds read high | B-score at 10 µM | hit rate 0.13% among 310,000 | AID 2550;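 active = B-score of the integrated fluorescence ratio above library mean plus 3 SD, and starting fluorescence ratio within library mean plus 5 SD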;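 also: higher score means more depolarization so channel activation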
# MrgX1 PAM – allosterically activates human MrgX1 receptor signaling; MrgX1-HEK293, Fluo-4 calcium flux, FDSS; active compounds read high; B-score at 10 µM; hit rate 0.63% among 310,000; AID 588675;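 active = plate-corrected calcium response at least 3 library SD above typical, normal starting fluorescence, not activating the receptor alone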;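 also: compound read alongside a low EC10 to EC30 dose of BAM8-22 agonist; peak minus trough fluorescence over baseline measured at the second addition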
# RGS4 inh – inhibitors of human RGS4; P49798; HEK293 M3R/RGS4 inducible, Fluo-4 calcium flux; active compounds read high; triggered by carbachol at its EC20; B-score at 10 µM; hit rate 0.45% among 310,000; AID 463165;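 active = B-score, a plate-corrected calcium signal, over three deviations above library mean, with baseline fluorescence within five deviations of library mean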;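 also: RGS4 expression induced by doxycycline in cells with stable M3 receptor; B-score is computed from the integrated fluorescence ratio over baseline after carbachol; higher B-score means a larger calcium signal and so more RGS4 inhibition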
# Target sequence (P49798 whole entry, looked up): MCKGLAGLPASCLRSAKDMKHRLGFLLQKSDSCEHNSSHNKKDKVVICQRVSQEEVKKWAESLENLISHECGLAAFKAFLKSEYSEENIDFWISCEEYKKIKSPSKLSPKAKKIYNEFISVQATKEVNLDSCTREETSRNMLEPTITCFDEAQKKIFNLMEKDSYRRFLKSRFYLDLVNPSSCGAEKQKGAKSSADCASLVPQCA
# Platelet DG rel – platelet dense granule release activity | human platelet-rich plasma, SFLLRN dense granule ATP release, luminescence | inhibition, %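 (compounds screened at 7.5 µM in platelet-rich plasma)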 | hit rate 0.22% among 300,000 | AID 1663;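 active = mean replicate score, as percent of positive control, at or above 50; inconclusive = mean below 50 but at least one replicate at or above 50; inactive = mean and every replicate below 50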
# MrgX1 agonist – human MrgX1 receptor agonism, primary screen. Q96LB2. MrgX1-HEK293 cells, Fluo-4 calcium fluorescence, agonist mode; active compounds read high. B-score at 10 µM. hit rate 0.44% among 310,000. AID 588627;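 active = calcium response B-score plate-corrected fluorescence ratio at least 3 library SD, with starting fluorescence B-score inside 5 SD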
#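 Material: HEK293 cells stably expressing human MrgX1 receptor | Quantity: 15,000 cells per well | Times: Cells plated overnight, dye loaded 0.5 h 37 °C, 0.5 h room temperature | Measured by: Kinetic Fluo-4 NW fluorescence of intracellular calcium | Control set: Positive and negative controls per plate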
# Active calls of the source: *; i = inactive; ? = inconclusive; . = no result given. Compounds were not picked by outcome. About 6.1% of those tested had a hit in this group.
SMILES,TRPC4 inh,HIF act,TRPC6 inhibitor,MrgX1 antag,RGS4 act,SKKanGAS inh,TRPC6 activator,MrgX1 PAM,RGS4 inh,Platelet DG rel,MrgX1 agonist
CCOc1ccc(NC(=O)Nc2ccc3nsnc3c2)cc1,i,1.2,i,i,i,-8.3,i,i,i,10.7,i
Cc1ccc(C(=O)O/N=C(\N)Cc2cccc3ccccc23)cc1,i,-12.9,i,i,i,1.7,i,i,i,20.5,i
CCNc1nnc(CCn2nc(C)c(Br)c2C)s1,i,0.4,i,i,i,-4.7,i,i,i,-1.5,i
CCOC(=O)N1CCN(S(=O)(=O)c2cc(-c3nn4c(C)nnc4c4ccccc34)ccc2C)CC1,i,-0.2,i,i,i,1.2,i,i,i,18.8,i
CN(C)C(=O)CCC(=O)N1CCCC(N2CCN(c3cccc(C(F)(F)F)c3)CC2)C1 (stereo not drawn),i,0.2,i,i,i,-3.6,i,i,i,2.6,i
O=C(COc1ccc(-n2cnnn2)cc1)Nc1cccc(Cl)c1Cl,i,-1.0,i,i,i,11.6,i,i,i,3.9,i
Cc1cccc(NC(=S)NCCCN2CCOCC2)c1,i,-1.5,i,i,i,-1.2,i,i,i,-6.3,i
COc1ccc(NC(=S)N2CCc3ccccc3C2)cc1,i,0.9,i,i,i,6.0,i,i,i,-3.1,i
Cc1cc(C(=O)OCC(=O)NC2CCS(=O)(=O)C2)c(C)n1-c1ccccc1 (stereo not drawn),i,-0.3,i,i,i,-7.3,i,i,i,4.7,i
O=C(O)C1CCCN(S(=O)(=O)c2ccc(-c3ccc(=O)[nH]n3)s2)C1 (stereo not drawn),i,.,i,i,i,-4.7,i,i,i,-8.6,i
Cc1cccc(NC(=O)CSc2nnc(CCNC(=O)OC(C)(C)C)o2)c1C,i,-1.4,i,i,i,-7.0,i,i,i,7.7,i
CCOC(=O)c1c(-c2ccc(-c3ccccc3)cc2)csc1NC(=O)CCC(=O)O,i,0.2,i,i,i,24.6,i,i,i,-2.5,i
CC(C)c1ccc(/C=N/n2c(COc3ccccc3)n[nH]c2=S)cc1,i,-3.1,i,i,i,37.6,i,i,i,0.8,i
CCOc1ccc(C(=O)N/N=C(\c2ccccc2)c2ccccn2)cc1,i,-17.4,i,i,i,68.9*,i,i,i,-4.1,i
OCCC1CN(Cc2cccc3nccnc23)CCN1Cc1ccc(F)c(F)c1 (stereo not drawn),i,-0.3,i,i,i,2.7,i,i,i,-2.2,i
O=C1CS(=O)CN1c1ccc(Oc2ccccc2)cc1 (stereo not drawn),i,-0.1,i,i,i,-15.4,i,i,i,2.0,i
CC(=O)N(Cc1ccc(F)cc1)Cc1nc2ccccc2c(=O)[nH]1,i,-0.2,i,i,i,-1.4,i,i,i,0.4,i
COCc1cc(CN2CCN(Cc3ccsc3)C(CCO)C2)ccc1OC (stereo not drawn),i,0.2,i,i,i,-3.3,i,i,i,-1.7,i
Cc1cc(C)cc(OCC(=O)Nc2ccc(N3CCCCC3)cc2)c1,i,0.0,i,i,i,0.6,i,i,i,-8.0,i
CCOc1ccccc1NC(=O)c1ccc2nc[nH]c2c1,i,0.1,i,i,i,-1.3,i,i,i,5.2,i
S=c1[nH]nc(-c2ccco2)n1-c1ccccc1Cl,i,1.1,i,i,i,?,i,i,i,-1.4,i
COCCn1c(C)cc(/C=C2/NC(=O)N(Cc3ccc(C)cc3)C2=O)c1C,i,0.4,i,i,i,11.4,i,i,i,-3.1,i
CCOC(=O)C(=CNc1nc2ccc(C(=O)OCC)cc2s1)C(=O)OCC,i,0.4,i,i,i,2.1,i,i,i,-10.8,i
O=S(=O)(c1cccs1)N1CCN(S(=O)(=O)c2cccs2)CC1,i,1.3,i,i,i,-1.0,i,i,i,-16.4,i
COc1ccc(CCNC(=O)CN2CCN(S(=O)(=O)c3ccc(Cl)cc3)CC2)cc1OC,i,-1.2,i,i,i,-3.7,i,i,i,0.4,i
O=C(NNC1=NC2(CCCC2)Cc2ccccc21)c1cccnc1,i,0.3,i,i,i,1.7,i,i,i,3.8,i
COc1ccc(NC(=S)NNC(=O)C(C)n2nc(C)c([N+](=O)[O-])c2C)cc1 (stereo not drawn),i,0.0,i,i,i,3.7,i,i,i,-4.1,i
CCNS(=O)(=O)c1ccc(Br)c(OC)c1,-6*,0.3,i,i,i,0.0,i,i,i,-6.2,i
COc1cccc(N(C(=O)Cn2nnc(-c3ccc(C)cc3)n2)C(C(=O)NC(C)(C)C)c2c[nH]c3ccccc23)c1 (stereo not drawn),i,-0.4,i,i,i,12.4,i,i,i,11.0,i
CN(C)S(=O)(=O)N(CC(=O)Nc1ccc(S(=O)(=O)N2CCCC2)cc1)c1ccccc1,i,-0.4,i,i,i,-0.4,i,i,i,-0.5,i
COc1cc(OC)cc(-n2nnnc2SCC(=O)NCc2cccs2)c1,i,0.2,i,i,i,-5.6,i,i,i,18.0,i
CC1CCCCN1C(=O)c1cc2c(=O)n3ccccc3nc2s1 (stereo not drawn),i,1.4,i,i,i,2.5,i,i,i,4.4,i
Cc1ccc(-n2nc3c(N4CCC(C(=O)NCc5ccccc5C)CC4)nnc(C)c3c2C)cc1,i,-5.8,i,i,i,4.8,i,i,i,1.2,i
Cc1cccc(NC(=O)NC2CCCCCCC2)c1C,i,.,i,i,i,.,i,i,i,.,i
O=C(O)CCC(=O)Nc1cccc(-c2csc(-c3ccccc3)n2)c1,i,-3.1,i,i,i,11.5,i,i,i,-2.8,i
Cn1c(SCC(=O)Nc2ccc(F)cc2F)nnc1-c1cccnc1,i,-0.1,i,i,i,3.6,i,i,i,4.5,i
CCN(CC)c1cc(C(F)(F)F)nc(-c2ccccn2)n1,i,-0.3,i,i,i,-2.9,i,i,i,-4.1,i
Cc1ccccc1OCC1CNC(=O)O1 (stereo not drawn),i,0.1,i,i,i,-7.8,i,i,i,-1.7,i
COc1cc(/C=C2\SC(c3ccc(C)cc3)=NC2=O)cc(OC)c1O,i,-0.4,i,i,i,17.5,i,i,i,5.1,i
O=C(O)c1ccc(Br)cn1,i,-0.4,i,i,i,0.1,i,i,i,-6.9,i
Cc1c(CCC(=O)NC2CC2)c(=O)oc2c(C)c(O)ccc12,i,-0.2,i,i,i,-3.2,i,i,i,1.3,i
Cc1cc[n+](-c2[nH]c(=O)sc2/C=N/N=C(\[O-])c2ccccc2)cc1,i,-0.1,i,i,i,-0.4,i,i,i,-2.5,i
COc1cccc(-c2ccc(SCc3ccccn3)nn2)c1,i,2.5,i,i,i,-2.2,i,i,i,10.8,i
O=C(Nc1nnc(C2CCCC2)s1)C1CCN(S(=O)(=O)c2ccc(Cl)cc2)CC1,i,-0.3,i,i,i,-0.5,i,i,i,-5.8,i
CNC(=O)Nc1ccccc1NC(=O)NC,i,-0.2,i,i,i,-2.8,i,i,i,4.2,i
O=C(NCc1ccc2c(c1)OCO2)c1cc2ccccc2o1,i,1.8,i,i,i,-1.1,i,i,i,-1.8,i
O=C(c1ccco1)N1N=C(C2CCCCC2)CC1(O)C(F)(F)F (stereo not drawn),i,0.2,i,i,i,-4.6,i,i,i,-2.1,i
COCc1ccc(C(=O)NC2CCCc3c2cnn3-c2cc(C)cc(C)c2)s1 (stereo not drawn),i,-1.2,i,.,i,21.9,i,.,i,0.9,.
COc1ccc2oc(C(=O)OCC(=O)NC(C)(C#N)C3CC3)c(C)c2c1 (stereo not drawn),i,0.0,i,i,i,49.2,i,i,i,7.9,i
CN1CCN(CC(=O)NN(Cc2ccccc2)c2ccccc2)CC1,i,0.2,i,i,i,3.5,i,i,i,10.4,i

# Further records follow.
SMILES,TRPC4 inh,HIF act,TRPC6 inhibitor,MrgX1 antag,RGS4 act,SKKanGAS inh,TRPC6 activator,MrgX1 PAM,RGS4 inh,Platelet DG rel,MrgX1 agonist
O=C(NC1CCCCC1)c1ccc2[nH]c(=O)c(=O)[nH]c2c1,i,0.0,i,i,i,-6.7,i,i,i,-3.5,i
Cc1ccc(NC2CCCCC2NS(=O)(=O)c2ccc(Cl)cc2)cc1 (stereo not drawn),i,-0.5,i,i,i,-2.3,i,i,i,8.1,i
O=C(CSc1nnc(-c2ccncc2)n1CC1CCCO1)Nc1cccc(O)c1 (stereo not drawn),i,0.2,i,i,i,-3.6,i,i,i,3.2,i
C/C=C(\C)C(=O)NCCN1C2=NC[C@H](C(C)C)N2C[C@H]1Cc1ccc(O)cc1,i,-1.3,i,i,i,2.5,i,i,i,-6.6,i
CCN(CC(=O)NCc1ccc(Cl)cc1)C(=O)CNS(=O)(=O)c1ccc(NC(C)=O)cc1,i,0.0,i,i,i,-1.6,i,i,i,-1.8,i
COc1ccc(/C=C(\C#N)C(=O)Nc2cc(S(=O)(=O)N3CCCCC3)ccc2N2CCCCC2)cc1,i,-1.8,i,i,i,7.5,i,i,i,-7.5,i
CC(C)N(C(=O)Cn1cc(S(=O)(=O)CC(=O)NCc2ccccc2)c2ccccc21)C(C)C,i,-0.5,i,i,i,-2.0,i,i,i,-4.3,i
CCOc1ccc(NC(=O)CN2CCN(CC(=O)Nc3ccc(F)c(F)c3)CC2)cc1,i,0.6,i,i,i,-0.9,i,i,i,-5.8,i
COc1ccc(/C=C/C(=O)CCC(=O)O)cc1,i,0.5,i,i,i,8.0,i,i,i,0.8,i
Cc1c(Nc2nc(-c3cccc([N+](=O)[O-])c3)cs2)c(=O)n(-c2ccccc2)n1C,i,-0.4,i,i,i,-0.8,i,i,i,2.9,i
Cc1cccc(N2CCN(S(=O)(=O)c3ccc4c(c3)NC(=O)CO4)CC2)c1C,i,-0.4,i,i,i,9.0,i,i,i,-17.4,i
Cc1ccc(-c2nnc(SCC(=O)NC3CCS(=O)(=O)C3)nc2-c2ccc(C)cc2)cc1 (stereo not drawn),i,0.1,i,i,i,-6.1,i,i,i,0.9,i
CCOc1ccc(NC(=O)CN(C)C(=O)c2cccnc2Sc2ccc(C)c(C)c2)cc1OCC,i,-1.1,i,i,i,-10.7,i,i,i,7.8,i
Cc1ccc(C2CC(c3cccs3)=NN2C(=O)c2ccc(Br)o2)cc1 (stereo not drawn),.,0.5,.,i,.,88.5*,.,i,.,2.4,i
